# Screens as filed in PubChem BioAssay.
# LMP1 NFkB inh – inhibitors of Epstein-Barr LMP1-induced NF-kappaB reporter. hit rate 0.69% among 350,000. inhibition, % at 12.5 µM. LMP1-induced NF-kappaB luciferase reporter cells, luminescence; in the data active = inhibition above about 41%;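 note: 0% = neutral control wells and 100% = reference inhibitor control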
# NCOA3 inh – inhibitors of human steroid receptor coactivator 3 (SRC3) | Q9Y6Q9 | HEK293 GAL4-SRC3 luciferase reporter, luminescence | inhibition, % at 3.6 µM | hit rate 0.17% among 360,000;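 active = inhibition above a per-campaign cutoff, the mean of all compounds plus 3 SD, cut at about 60% in these data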;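 note: 0% = DMSO-treated cells and 100% = gossypol-treated cells at 36 µM; higher means less SRC3-driven luciferase light from the GAL4 reporter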
# TROY NFkB inh – TROY signaling inhibition; inhibition, % at 10 µM; Q293 LMP1-TROYcd NF-kB luciferase reporter, 4 h; AID 1347056; hit rate 0.98% among 360,000;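 active = compounds whose plate-normalised and pattern-corrected inhibition of the luciferase reporter signal at the single screening dose is 50% or more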
# TWEAK-Fn14 inh – inhibitors of TWEAK-Fn14 interaction signaling. TWEAK-stimulated Fn14 reporter cells, luciferase luminescence, 8 h. inhibition, % at 10 µM. hit rate 2% among 360,000; in the data active = inhibition above about 50%
# KKLEB cytotox – reduces viability of KKLEB cystic fibrosis airway cells; KKLEB CF airway cells viability, ATPlite luminescence, overnight; active compounds read low; cells stimulated with P. aeruginosa culture filtrate; activity change (cytotoxicity), % at 5 µM; hit rate 0.36% among 360,000; AID 602141;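 active = corrected activity change at or below -50% at 5 µM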
# NR2F2 inh – blocks human COUP-TFII nuclear receptor; P24468; HEK293T NGFI-A luciferase reporter, luminescence; inhibition, % at 8.6 µM; hit rate 0.7% among 370,000; AID 686940;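 active = inhibition above a per-plate cutoff, mean inhibition of test wells between control levels plus 3 SD, cut at about 38% in these data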;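 note: cells cotransfected with COUP-TFII expression vector driving the NGFI-A reporter; 0% = median of COUP-TF2 test wells and 100% = reporter-only cells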
# Target sequence (P24468 whole entry, looked up): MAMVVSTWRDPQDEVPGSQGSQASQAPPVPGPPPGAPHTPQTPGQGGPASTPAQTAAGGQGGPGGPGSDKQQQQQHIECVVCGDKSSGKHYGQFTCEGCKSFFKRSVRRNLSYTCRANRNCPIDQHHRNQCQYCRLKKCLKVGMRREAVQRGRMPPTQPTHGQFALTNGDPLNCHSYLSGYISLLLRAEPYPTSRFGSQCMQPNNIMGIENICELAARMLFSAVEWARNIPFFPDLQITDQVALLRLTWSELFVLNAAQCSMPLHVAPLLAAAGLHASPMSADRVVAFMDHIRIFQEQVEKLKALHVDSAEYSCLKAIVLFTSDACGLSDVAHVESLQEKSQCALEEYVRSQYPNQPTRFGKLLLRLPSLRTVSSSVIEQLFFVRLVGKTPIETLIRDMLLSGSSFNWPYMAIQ
# TRAIL sens C8 – caspase-8 TRAIL sensitization; inhibition (viability loss, TRAIL sensitization), % at 10 µM; hit rate 1% among 360,000; AID 624354; NB7+C8 cells + TRAIL, ATPlite viability luminescence;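 active = compounds causing at least 50% loss of cell viability in the single-dose screen, relative to plate controls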
# NR5A2 inv ag – inverse agonists of human LRH-1 (NR5A2) | HEK293T StAR-luciferase reporter, LRH-1 transfected, 24 h | inhibition, % at 3.6 µM | hit rate 0.13% among 360,000 | O00482;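 active = inhibition above the mean inhibition of all tested compounds plus 3 SD, cut at about 73% in these data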;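 note: 0% = DMSO wells and 100% = reporter-only cells lacking LRH-1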
# Target sequence (O00482 whole entry, looked up): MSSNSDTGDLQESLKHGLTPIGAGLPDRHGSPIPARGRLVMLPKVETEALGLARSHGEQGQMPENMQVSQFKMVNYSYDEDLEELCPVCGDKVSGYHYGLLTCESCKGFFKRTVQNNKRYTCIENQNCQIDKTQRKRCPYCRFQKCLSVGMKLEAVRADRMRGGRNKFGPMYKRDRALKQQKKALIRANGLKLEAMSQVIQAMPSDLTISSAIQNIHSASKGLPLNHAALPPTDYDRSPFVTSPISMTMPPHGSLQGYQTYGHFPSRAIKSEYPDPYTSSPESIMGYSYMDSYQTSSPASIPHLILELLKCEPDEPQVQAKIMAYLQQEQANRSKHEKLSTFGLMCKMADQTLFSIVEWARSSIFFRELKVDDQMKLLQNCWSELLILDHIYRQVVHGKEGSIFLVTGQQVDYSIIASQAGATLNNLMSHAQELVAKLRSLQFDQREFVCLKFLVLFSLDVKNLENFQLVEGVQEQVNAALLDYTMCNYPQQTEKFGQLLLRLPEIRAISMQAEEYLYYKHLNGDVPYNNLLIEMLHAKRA
# CF NFkB inh – blocks PAF-induced NF-kB reporter in cystic fibrosis cells; KKLEB NF-kB-GFP reporter, GFP fluorescence overnight; inhibition, % at 5 µM; hit rate 0.86% among 360,000; AID 588850;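 active = at least 50% inhibition at 5 µM, scaled per plate between neutral and stimulator controls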;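 note: PAF is a Pseudomonas aeruginosa culture filtrate used as stimulus; plate controls were PAF-stimulated DMSO wells for no effect and unstimulated DMSO wells for full effect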
# NCOA2 inhibitor – inhibits human steroid receptor coactivator 2; hit rate 0.17% among 370,000; inhibition, % at 9 µM; Q15596; HEK293 GAL4-SRC2 luciferase reporter, luminescence;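 active = inhibition above the mean inhibition of all tested compounds plus 3 SD, set per campaign, cut at about 52% in these data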;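 note: 0% = DMSO treated cells and 100% = cells given Gossypol at 36 µM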
# NCOA1 inh – inhibits human SRC1 coactivator | HEK293 GAL4-SRC1 luciferase reporter, luminescence | inhibition, % at 3.6 µM | hit rate 0.12% among 360,000 | AID 588354;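 active = inhibition above the campaign mean plus 3 SD, with each screening campaign given its own cutoff, cut at about 60% in these data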;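 note: 0% = DMSO treated cells and 100% = gossypol at 36 µM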
# * hit, by the source's call; · = not tested or not shown.
smiles	NCOA2 inhibitor	CF NFkB inh	LMP1 NFkB inh	TWEAK-Fn14 inh	NR5A2 inv ag	NCOA1 inh	NCOA3 inh	TROY NFkB inh	TRAIL sens C8	KKLEB cytotox	NR2F2 inh
Cc1ccc(/C=N/NC(=O)c2cc(-c3ccc(C)o3)[nH]n2)cc1	13	1	13	19	1	-48	-16	3	2	-3	-11
O=C(Nn1cnnc1)c1cc(Cl)cc(Cl)c1	-16	-10	-27	-10	4	1	-3	-6	-11	9	18
O=C(Nc1ccc(Cl)c(Cl)c1)N(CCCN1CCOCC1)Cc1cccnc1	-3	-8	5	-30	-5	5	4	-15	3	-4	-3
NC(=S)N=Nc1c(O)[nH]c2c(Cl)cc(Cl)cc12	12	-148	10	4	13	12	4	-13	-1	14	0
Cc1csc(SCC(=O)Nc2nccs2)n1	-10	10	-3	6	7	3	-9	-23	-8	1	8
O=C(NCCN1CCOCC1)C1CC(=O)N(c2ccc(F)c(Cl)c2)C1 (centres undefined)	-3	5	1	27	1	-11	7	11	2	-11	18
CCn1c(COc2cccc(C)c2)nnc1SCC(=O)Nc1cccc(C(=O)O)c1	-12	5	10	-46	-12	-14	-11	-6	7	6	-5
COc1ccc(NC(=O)N2CCCc3cc(C)ccc32)c(OC)c1	-11	-22	2	8	-5	-28	3	5	-6	21	-6
COc1ccc2c(c1)C(=O)N1[C@H]3c4cc(OC)ccc4OC[C@@H]3[C@H](c3ccccc3)[C@]1(C)C(=O)N2	-3	-21	-6	3	9	2	11	12	8	-9	19
CC(=O)c1cn(CCC(C)C)c(=O)[nH]c1=O	0	17	-18	20	-2	-6	6	9	-6	-3	-4

# Profiles, looked up by structure. Order of screens: NCOA2 inhibitor, CF NFkB inh, LMP1 NFkB inh, TWEAK-Fn14 inh, NR5A2 inv ag, NCOA1 inh, NCOA3 inh, TROY NFkB inh, TRAIL sens C8, KKLEB cytotox, NR2F2 inh
# Record of `NC(=S)N=Nc1c(O)[nH]c2c(Cl)cc(Cl)cc12` = 12, -148, 10, 4, 13, 12, 4, -13, -1, 14, 0
# Record of `O=C(Nc1ccc(Cl)c(Cl)c1)N(CCCN1CCOCC1)Cc1cccnc1` = -3, -8, 5, -30, -5, 5, 4, -15, 3, -4, -3

# More records follow.
smiles	NCOA2 inhibitor	CF NFkB inh	LMP1 NFkB inh	TWEAK-Fn14 inh	NR5A2 inv ag	NCOA1 inh	NCOA3 inh	TROY NFkB inh	TRAIL sens C8	KKLEB cytotox	NR2F2 inh
Cc1ccc(Sc2ncnc(N)c2[N+](=O)[O-])cc1	14	34	9	43	-14	-25	19	14	-5	1	1
Cc1cc(Cl)c2oc(C(=O)NCCC3CCCCO3)c(C)c2c1 (centres undefined)	-33	12	-26	-35	-20	-42	-64	-44	21	5	-32
CCc1nnc(NC(=O)c2sc3nc4cc(C)ccc4cc3c2N)s1	-29	-27	-1	-7	7	-23	-28	-15	-16	8	18
CCN(CC(=O)Nc1ccccc1C(F)(F)F)C(=O)c1cc(-c2ccccc2)nn1-c1ccccc1	-2	-3	-8	-7	1	-10	-2	-16	-7	2	10
CC(=O)Nc1sc(NC(=O)c2ccco2)nc1-c1cccs1	-16	-27	-3	32	-16	-7	-20	-6	-4	-2	-7
Cc1ccc(-n2ncc3c2CCCC3NC(=O)CCc2cnccn2)cc1C (centres undefined)	-11	0	-1	-5	-1	13	1	18	-6	14	3
CCOC(=O)c1nnn(-c2nonc2N)c1CNc1ccccc1	11	-6	1	11	-8	-3	-5	16	-2	-4	0
CCOC(=O)c1c(C)nc2cc(C)cc(C)n12	9	8	2	-1	-6	2	0	9	-2	3	5
CN(Cc1c(C(=O)N/N=C/c2cccc(O)c2)nnn1-c1nonc1N)c1ccccc1	·	6	-2	16	1	-3	2	21	17	-6	·
Cc1cccc(/C(N)=N/OC(=O)CCCN2C(=O)c3ccccc3C2=O)c1	-6	-2	-1	35	0	-1	15	·	19	-7	7
CCc1ccc(C(=O)CSc2nnc(C3CC3)n2C2CC2)cc1	-40	3	-13	-1	-11	-35	-36	-31	9	-18	-10
CCNC(=S)NNC(=O)Cn1nc(C)cc1C	·	-9	-5	6	-1	4	6	30	0	-3	·
O=C1COc2ccc(C(=O)COC(=O)CCCOc3ccccc3)cc2N1	-14	-8	-3	1	11	-11	-38	5	2	10	7
CCC(c1nnc(SCC(=O)NCC2CCCO2)n1Cc1ccccc1)N(C)C (centres undefined)	-37	5	-1	2	16	-9	0	5	19	2	0
COc1ccc(OC)c(CN2CCCCCC2)c1	0	8	4	-10	-10	3	-23	13	-6	0	-10
CCN(CC)c1ccc(C(=O)c2ccccc2C(=O)O)c(O)c1	-28	-1	2	3	-20	-31	-34	-18	12	-5	7
CCN(CC)C(=O)COc1ccc(Br)cc1Cl	-16	-6	11	-1	-3	-2	4	-13	-8	2	-12
CCOC(=O)C1=C(COC(=O)C2CC(=O)N(c3ccccc3CC)C2)NC(=O)NC1C (centres undefined)	-20	13	-2	-8	13	4	4	-7	-13	4	-12
Cc1ccc2c(c1)C(c1ccc(F)cc1)N(C(=O)c1ccccc1Br)CC(=O)N2 (centres undefined)	22	5	-2	8	-18	-1	-29	4	-2	-3	7
Cc1cc(Cl)ccc1OCCCC(=O)OCC(=O)c1c(N)n(C)c(=O)n(C)c1=O	11	-7	-3	1	-5	-2	10	23	-10	5	4
CC(C)CC(=O)NC(NC(=S)Nc1sc2c(c1C#N)CCCC2)C(Cl)(Cl)Cl (centres undefined)	19	7	9	8	-17	-22	-28	6	5	-23	-14
CCS(=O)(=O)c1ccc(O)c(NC(=O)CC2(CC(=O)O)CCCC2)c1	-20	-8	-16	8	6	5	5	3	-5	8	9
CCn1c(=N)n(CCO)c2ccccc21	-36	2	4	-5	-5	9	12	-17	-21	4	4
CCOC(=O)C(NC(=O)NCc1ccccc1OC)(OCC)C(F)(F)F (centres undefined)	-23	-3	-3	3	8	14	0	2	6	11	7
CC(=O)N1C[C@H]2CON(C)[C@H]2C[C@H]1c1ccccc1	-9	-19	·	-2	-2	-24	11	1	5	8	0
CCCc1ccc2oc(C(=O)NCCCN3CCOCC3)c(C)c2c1	-56	-34	-22	-22	-89	-62	-55	-61	-6	13	4
COC(=O)c1cn(CC(=O)NCc2cccs2)c2ccccc12	-34	-14	-20	-15	-75	-80	-36	-66	-14	3	-70
CC(=O)Nc1ccc(C(=O)OCC(=O)Nc2ccccc2F)cc1	-27	7	3	9	8	-10	1	-14	8	0	-3
CCOC(=O)c1c(C)[nH]c(C2=NNC(=Nc3ccccc3OC)SC2)c1C	-25	-21	-27	51*	-8	-53	-54	42	5	6	-19
COc1ccc(CCC(=O)Nc2ccc(S(=O)(=O)N3CCCC3)cc2)cc1OC	0	-1	0	0	18	1	-2	6	-14	-18	-3
CCOC(=O)C1CCN(CC(O)COc2ccc(C(C)=O)cc2)CC1 (centres undefined)	·	8	-1	9	31	1	12	3	3	-3	·
COCCn1c(=S)[nH]c2cc(C(=O)N3CCN(c4cccc(Cl)c4)CC3)ccc2c1=O	12	16	3	12	1	12	-12	21	5	-5	-13
CCCCOC(=O)/C=C/c1c(C)[nH]c(=O)[nH]c1=O	13	3	0	18	12	8	22	3	0	-4	-10
CCC1Nc2ncnc(N3CCN(c4ccccn4)CC3)c2N(Cc2ccc(Br)cc2)C1=O (centres undefined)	7	8	-10	-9	-14	-6	-14	-8	-1	-4	12
CCOc1ccc(-n2cc(C(=O)NCc3ccco3)c3cc(OC)c(OC)cc3c2=O)cc1	34	-2	-5	31	4	-41	10	5	-5	-20	10
CCCCCC(=O)N[C@@H](c1ccccc1)[C@@H](O)C(=O)O[C@H]1C[C@@]2(O)[C@@H](OC(=O)c3ccccc3)C3[C@](C)(C(=O)[C@H](OC(C)=O)C(=C1C)C2(C)C)[C@@H](O)C[C@H]1OC[C@@]31OC(C)=O (some centres undefined)	-6	20	9	36	32	-11	18	-8	22	-20	7
CC1(C)CC(=O)C2=C(C1)Nc1ccccc1NC2c1ccc(F)cc1 (centres undefined)	2	0	-2	7	-17	-1	-5	2	-2	-10	8
O=C(CCNC(=O)c1ccccc1Cl)NCCc1ccc(Cl)cc1	-15	7	1	14	-11	10	-6	6	-5	4	11
O=C(O)c1cccc(N2C(=O)C3CC=CCC3C2=O)c1 (centres undefined)	20	-14	-5	-3	23	2	2	9	7	6	-6
Cc1cc2ncn(/N=C/c3ccc([N+](=O)[O-])o3)c2cc1C	2	4	-48	23	61	2	-8	-17	38	-28	1
Oc1c(CNc2ccccc2)cc(COCc2ccccc2)c2cccnc12	1	-21	18	11	7	10	-1	12	7	-10	11
C[C@H]1CN([C@@H](C)CO)C(=O)CCCn2nncc2CO[C@@H]1CN(C)Cc1ccc(Oc2ccccc2)cc1	11	15	9	-2	3	8	6	-3	-7	-4	12
Fc1ccc2nc(C(F)(F)F)cc(N3CCOCC3)c2c1	2	-7	2	-15	9	1	6	11	-8	-7	-14
CCOc1ncccc1C(=O)NCc1ccc(OC)c(OC)c1	-3	21	7	10	24	-3	-12	20	1	-9	10
Fc1ccc(OCc2nnc(SCCN3CCOCC3)o2)cc1	-2	6	-4	0	-10	-7	11	-3	5	-5	3
COC(=O)c1sc(NC(=O)/C=C/c2ccccc2Cl)nc1C	4	10	15	-55	13	-7	2	-25	3	-9	-2
OC(COc1ccc(CN2CCSCC2)cc1)CN1CCCCC1 (centres undefined)	9	10	-2	7	-11	-3	12	2	4	-8	4
CC(CNC(=O)CCn1c(=O)c2cccn2c2ccc(F)cc21)c1ccccc1 (centres undefined)	9	0	-2	-9	-32	-3	10	-24	4	0	-28
CC(C)NC(=O)C1(C)CCN1C(=O)c1cccc(F)c1 (centres undefined)	-23	-5	·	-17	-12	8	-3	-2	-16	-1	4
O=C(Nc1ccnn1C1CCN(C(=O)c2ccc(Cl)cc2)CC1)C1CC1	37	-2	-1	-7	-14	-11	11	21	-14	-9	-1

# (cont.)
smiles	NCOA2 inhibitor	CF NFkB inh	LMP1 NFkB inh	TWEAK-Fn14 inh	NR5A2 inv ag	NCOA1 inh	NCOA3 inh	TROY NFkB inh	TRAIL sens C8	KKLEB cytotox	NR2F2 inh
C=CCn1c(SCC(=O)NCC(c2ccccc2)N(C)C)nnc1C1CCCCC1 (centres undefined)	-30	15	-4	-3	-7	-2	17	-5	2	-18	-11
CCC(=O)OCc1cc(=O)oc2ccc3ccccc3c12	-10	-11	2	4	-12	-33	2	-4	-9	-10	-7
CN(C)c1cccc(NC(=O)C2Cc3c(-c4cccnc4)ccnc3O2)c1 (centres undefined)	-11	-7	·	1	-32	-10	-26	14	9	4	-5
COc1ccc(N2C(=O)c3cc4ccccc4cc3C2=O)cc1	-12	5	2	0	-15	14	-2	2	-1	4	2
Cc1cc(C)[n+](Cc2ccccc2)cc1C(N)=O	0	-2	3	8	7	7	17	8	-1	0	-5
Cc1cc(C)c2c(=O)[nH]c(SCc3ccccc3C)nc2n1	-12	19	-4	19	5	-8	17	4	-2	-15	5
CCS(=O)(=O)C1=NN2C(=N)/C(=C\c3ccc(OS(=O)(=O)c4ccccc4)cc3)C(=O)N=C2S1	·	2	·	2	13	-21	4	-10	3	2	·
O=C(COc1ccccc1F)N1N=C(c2cccs2)CC1c1ccco1 (centres undefined)	-47	-19	4	5	0	16	-25	-24	-1	4	0

# Hits appear at their usual frequency (roughly 4.2% active in at least one column).
